# M1 antag: human M1 muscarinic receptor antagonists, primary screen, CHO-K1 cells, Fluo-8 calcium fluorescence, 1536-well. Muscarinic acetylcholine receptor M1 (Homo sapiens), P11229. CHO-K1 hM1, ACh EC80 antagonist. inhibition, % at 3 µM. 1.3% of 360,000 active. AID 588852, 2011;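 active = percent inhibition above its own plate's cutoff, namely the mean of that plate's compound wells plus 3 SD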;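 also: peak over basal fluorescence ratio during 140 s after agonist addition; 0% = ACh EC80 plus DMSO and 100% = DMSO alone without agonist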
# TAAR1 antagonist: human TAAR1 antagonists, primary screen, Fluo-8 calcium fluorescence, CHO RD-HGA16 cells | 1.5% of 360,000 active | antagonist | Trace amine-associated receptor 1 (Homo sapiens), Q96RJ0 | inhibition, % at 3 µM;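 active = inhibition above a per-plate cutoff, the mean inhibition of test compounds on that plate plus 3 SD, cut at about 49% in these data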;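 also: 0% = DMSO plus EC80 beta-PEA response and 100% = DMSO alone without agonist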
# Target sequence (Q96RJ0 whole entry, looked up): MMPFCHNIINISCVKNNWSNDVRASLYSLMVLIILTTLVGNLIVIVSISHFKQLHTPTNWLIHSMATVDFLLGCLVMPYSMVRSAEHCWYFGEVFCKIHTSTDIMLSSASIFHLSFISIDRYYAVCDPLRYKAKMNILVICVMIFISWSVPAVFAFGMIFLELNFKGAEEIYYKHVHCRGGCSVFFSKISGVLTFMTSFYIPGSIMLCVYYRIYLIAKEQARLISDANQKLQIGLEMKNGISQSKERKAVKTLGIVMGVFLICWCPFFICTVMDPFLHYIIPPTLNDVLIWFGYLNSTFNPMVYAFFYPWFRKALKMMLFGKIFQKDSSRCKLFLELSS
#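 Test system: hTAAR1-expressing CHO RD-HGA16 cells, Gα16-coupled; Probe or stimulus: EC80 β-phenethylamine stimulus; Compound dosing: single nominal final test compound concentration of 3 µM; Timing: 140 s kinetic read after compound, 140 s after agonist; Signal: Fluo-8 calcium-sensitive fluorescence; Measure: % inhibition of agonist calcium response; Controls: DMSO and EC80 PEA controls.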
# CHO parental Ca: ATP-evoked calcium signal inhibitors, parental CHO, primary screen, counter-screen for OX1R antagonist project, cell-based, fluorescence, Fluo-8 calcium dye. inhibition, % at 5.6 µM. 0.63% of 330,000 active. parental CHO-K1, ATP-induced calcium, Fluo-8 fluorescence;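 active = inhibition above that plate's mean sample inhibition plus 3 SD, cut at about 26% in these data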;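 also: 0% = ATP-challenged DMSO wells and 100% = DMSO wells without ATP; some compounds past the cut are filed as inactive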
#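 Test system: untransfected parental CHO cell line. Compound: one dose, 5.6 µM nominal. Detection: intracellular calcium via Fluo-8 no-wash fluorescent dye. Measure: % inhibition. Benchmarks: ATP-challenged DMSO wells low, unchallenged DMSO wells high.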
# OXTR potentiate: human OXTR potentiators, primary screen, fluorescence, CHO-OTR cells, Fluo-8 calcium; Oxytocin receptor (Homo sapiens), P30559; Fluo-8 calcium fluorescence, potentiator mode; 0% = oxytocin EC15, 100% = EC100; activation, % at 3 µM; 0.061% of 320,000 active; AID 2445, 2010;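 active = activation above that plate's cutoff, the mean activation of tested compounds plus 3 SD, cut at about 6.6% in these data, passing the limit was not always enough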;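 also: 100% uses oxytocin at 75 nM as the full agonist control; some results filed as inactive read as strong as hits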
# Target sequence (P30559 whole entry, looked up): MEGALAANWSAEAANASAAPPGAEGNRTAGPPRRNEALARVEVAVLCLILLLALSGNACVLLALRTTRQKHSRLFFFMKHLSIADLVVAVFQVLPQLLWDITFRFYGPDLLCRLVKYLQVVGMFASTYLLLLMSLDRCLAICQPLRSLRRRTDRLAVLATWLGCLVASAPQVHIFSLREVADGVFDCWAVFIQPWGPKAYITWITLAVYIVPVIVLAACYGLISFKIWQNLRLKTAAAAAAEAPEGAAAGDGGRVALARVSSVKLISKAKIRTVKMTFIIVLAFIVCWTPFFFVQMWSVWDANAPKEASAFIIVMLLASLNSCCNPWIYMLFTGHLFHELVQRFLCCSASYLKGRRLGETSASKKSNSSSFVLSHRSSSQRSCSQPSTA
#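 Replication – single well per compound, singlicate · Assay system – CHO cell line stably expressing human OTR · Timing – 6 min pre-incubation, 100 s read · Measure – normalized max/min fluorescence ratio, % activation · Doses – 3.0 µM, one dose · Detection – Fluo-8 calcium dye fluorescence · Probe or stimulus – oxytocin near EC15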
# M1 PAM: human M1 muscarinic receptor positive allosteric modulators, primary screen, CHO-K1 cells, Fluo-8 calcium fluorescence, 1536-well | Muscarinic acetylcholine receptor M1 (Homo sapiens), P11229 | CHO-K1 hM1, ACh EC20; 0% = ACh EC20, 100% = maximal ACh | activation, % at 3 µM | 0.088% of 360,000 active | AID 588819, 2011; in the data active = activation above about 19%, passing the limit was not always enough
# OXTR ag: human OXTR agonists, primary screen, fluorescence, CHO-OTR cells, Fluo-8 calcium; Oxytocin receptor (Homo sapiens), P30559; Fluo-8 calcium fluorescence; normalized: DMSO 0%, oxytocin 100%; activation, % at 3 µM; 0.32% of 320,000 active; AID 2435, 2010;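 active = activation above the mean of all tested compounds plus 3 SD, cutoff set per screening run, cut at about 20% in these data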;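 also: peak over basal fluorescence ratio from a 100 s FLIPR kinetic read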
# TAAR1 agonist: human TAAR1 agonists, primary screen, Fluo-8 calcium fluorescence, CHO RD-HGA16 cells; Trace amine-associated receptor 1 (Homo sapiens), Q96RJ0; vehicle wells 0%, saturating PEA agonist 100%; activation, % at 3 µM; 0.99% of 360,000 active; AID 624467, 2012;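 active = activation above the mean activation of all test compounds in the run plus 3 SD, cut at about 38% in these data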
#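 Assay system – CHO-derived RD-HGA16 cells with stable Gα16 and human TAAR1 · Compound dosing – one-point dosing at 3 µM (nominal) · Incubation – 17-24 h seeding, 75 min 37 °C dye, 30 min RT · Measured by – kinetic Fluo-8 calcium fluorescence · Control set – DMSO vehicle as 0%, PEA at EC100 as 100% · Repeats – single well for each compound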
# CHRM1 agonist: human M1 muscarinic receptor agonists, primary screen, Fluo-8 calcium fluorescence, CHO-K1 cells, HTS. activation, % at 3 µM. Muscarinic acetylcholine receptor M1 (Homo sapiens), P11229. AID 588814, 2011. 0.33% of 360,000 active. CHO-K1 hM1, agonist mode; 0% DMSO, 100% acetylcholine EC100;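 active = activation above the run's mean compound activation plus 3 SD, cut at about 16% in these data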;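 also: peak over basal fluorescence ratio within a 140 s kinetic read after compound addition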
# V1aR counter: agonists of human V1a receptor, primary screen, counter-screen for OXTR agonist project, fluorescence, CHO-V1R cells | Fluo-8 calcium fluorescence, agonist mode; 0% DMSO, 100% 3 nM vasopressin | activation, % at 3 µM | 0.25% of 320,000 active | AID 2797, 2010;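 active = activation above the mean activation of all tested compounds plus 3 SD, per screening run, cut at about 20% in these data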;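 also: signal is peak over basal fluorescence ratio across a 100 second FLIPR read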
# Active calls of the source: *; x = not tested or not shown.
SMILES,M1 antag,TAAR1 antagonist,CHO parental Ca,OXTR potentiate,M1 PAM,OXTR ag,TAAR1 agonist,CHRM1 agonist,V1aR counter
O=C(Nc1ccc([N+](=O)[O-])cc1)C1CC12CCC2 (stereo not given),2,1,2,-11,3,3.5,2,-10,-0.6
COC(=O)c1cc(S(=O)(=O)NCCc2ccc(C)cc2)c[nH]1,-1,-12,2,-8,-2,8.7,7,0,8.0
OC(COc1cccc2ccccc12)CN1CCCC1 (stereo not given),-1,-4,-21,-14,3,0.2,3,-5,-0.1
Cc1ccc(-c2[nH]c(-c3ccc(C(=O)O)cc3)nc2-c2ccccc2)cc1,-1,-4,-10,-13,4,-1.7,-1,-11,-0.5
O=C(COC(=O)C1CCN(S(=O)(=O)c2ccc3c(c2)OCCO3)CC1)Nc1cccc2ccccc12,-5,9,-20,-6,11,0.6,-1,-8,2.5
CN(C(=O)CSc1nc2[nH]ncc2c(=O)[nH]1)c1ccccc1,-13,-43,-6,0,20,1.3,0,3,0.4
Cc1ccc(CN(C)C(=O)C2CCCN2C(=O)c2cccs2)o1 (stereo not given),-3,-2,-7,-2,8,0.0,2,-3,-0.7
CCCCSc1nnc([C@H](CC(C)C)NC(=O)OC(C)(C)C)o1,3,1,-32,1,0,-1.8,14,-4,-0.8
CCOC(=O)C1=C(C)NC(=O)NC1c1c(C)nn(-c2ccccc2)c1Cl (stereo not given),-14,-1,-18,-12,8,-1.1,-3,-4,-0.2
COc1ccc(C(=O)N2CCCC2(C)C(=O)O)cc1C(F)(F)F (stereo not given),-23,1,x,x,18,x,1,1,x
COC(=O)C1(Cc2cc(-c3ccc([N+](=O)[O-])cc3)no2)CCN(C(=O)OC(C)(C)C)CC1,12,37,-15,-8,-14,-0.1,6,-8,2.2
CCOc1ccc(CN2CCN(CC3CC3)CC2CCO)cc1 (stereo not given),-16,-4,-13,2,14,0.3,4,-9,0.4
Cc1ccccc1NC(=O)CSC1=NCCN1,-2,6,1,-7,2,1.9,6,-8,0.7
O=C(CSc1ccc(Cl)cc1)Nc1ccc(NC(=O)c2ccco2)cc1,-7,4,-6,-1,5,2.2,2,-4,0.6
Cc1cccc(NC(=O)C2CCN(S(=O)(=O)c3cccc4cccnc34)CC2)n1,7,18,-12,-7,-7,2.2,8,1,3.8
S=C(NCCc1ccccc1)N1CCn2cccc2C1c1ccncc1 (stereo not given),-4,77*,-16,-2,8,2.8,96*,-7,0.5
N#CCCN1CCN(CCC#N)C1=S,1,-4,x,x,-3,x,0,16*,x
N#C/C(=C\Nc1ccc(Cl)cn1)S(=O)(=O)c1ccccc1,6,-6,-19,-9,-2,-1.7,2,-4,-0.9
Cc1nn(Cc2ccccc2Cl)c(C)c1NC(=O)CSc1n[nH]c(C)c1[N+](=O)[O-],x,x,2,-7,x,1.0,x,x,1.2
CCCn1c(=N)n(CC(=O)O)c2ccccc21,0,10,6,0,6,0.5,7,0,-0.2
CCOc1ccc(N2C(=O)/C(=C/c3cccs3)N(CC(=O)OC)C2=S)cc1,-1,24,-6,-7,3,-0.6,13,-7,-0.5
COc1cccc(CNC(=O)CCC2CCCN(C(=O)c3cc(C)on3)C2)c1 (stereo not given),2,1,-13,2,0,-1.5,-1,-4,-0.4
O=C(O)CCC(=O)N1CC=C(c2ccccc2)CC1,-10,-12,7,3,6,1.2,8,-7,0.4
Cc1ncoc1C(=O)N1CCCC(C(=O)c2cccc(C(F)(F)F)c2)C1 (stereo not given),-2,-12,-1,-5,4,0.9,-1,-8,1.0
CCOC(=O)COn1c(=O)c(-c2ccc(F)cc2)[n+]([O-])c2ccccc21,-6,-9,x,x,5,x,-1,-6,x

# Grouped by structure: the compounds so far with an aryl thioether with sulfur outside any ring.
SMILES,M1 antag,TAAR1 antagonist,CHO parental Ca,OXTR potentiate,M1 PAM,OXTR ag,TAAR1 agonist,CHRM1 agonist,V1aR counter
CN(C(=O)CSc1nc2[nH]ncc2c(=O)[nH]1)c1ccccc1,-13,-43,-6,0,20,1.3,0,3,0.4
CCCCSc1nnc([C@H](CC(C)C)NC(=O)OC(C)(C)C)o1,3,1,-32,1,0,-1.8,14,-4,-0.8
O=C(CSc1ccc(Cl)cc1)Nc1ccc(NC(=O)c2ccco2)cc1,-7,4,-6,-1,5,2.2,2,-4,0.6
Cc1nn(Cc2ccccc2Cl)c(C)c1NC(=O)CSc1n[nH]c(C)c1[N+](=O)[O-],x,x,2,-7,x,1.0,x,x,1.2

# 3 compounds out of the list, ordered by molar mass, smallest number first.
SMILES,M1 antag,TAAR1 antagonist,CHO parental Ca,OXTR potentiate,M1 PAM,OXTR ag,TAAR1 agonist,CHRM1 agonist,V1aR counter
Cc1ccccc1NC(=O)CSC1=NCCN1,-2,6,1,-7,2,1.9,6,-8,0.7
Cc1nn(Cc2ccccc2Cl)c(C)c1NC(=O)CSc1n[nH]c(C)c1[N+](=O)[O-],x,x,2,-7,x,1.0,x,x,1.2
COC(=O)C1(Cc2cc(-c3ccc([N+](=O)[O-])cc3)no2)CCN(C(=O)OC(C)(C)C)CC1,12,37,-15,-8,-14,-0.1,6,-8,2.2

# Entries listed so far marked active in TAAR1 antagonist.
mol	M1 antag	TAAR1 antagonist	M1 PAM	CHRM1 agonist
S=C(NCCc1ccccc1)N1CCn2cccc2C1c1ccncc1 (stereo not given)	-4	77*	8	-7

# Next part.
SMILES,M1 antag,TAAR1 antagonist,CHO parental Ca,OXTR potentiate,M1 PAM,OXTR ag,TAAR1 agonist,CHRM1 agonist,V1aR counter
CC(C)C(c1nnnn1Cc1ccccc1)N1CCc2ccccc2C1 (stereo not given),-18,-3,-18,-3,-4,-1.4,7,-7,-0.6
O=C(CCc1nc2ccccc2c(=O)[nH]1)Nc1cc(C(F)(F)F)ccc1N1CCOCC1,6,1,-23,-4,-2,-2.0,0,-4,-1.3
Cc1ccc(S(=O)(=O)N2CCN(C(=O)Cn3cnc4c3c(=O)n(C)c(=O)n4C)CC2)cc1C,-11,-14,-19,-4,11,-1.4,1,-8,0.1
CCOC(=O)N1CCN(C(=O)c2ccc(CNS(=O)(=O)c3ccc(NC(C)=O)cc3)cc2)CC1,12,-3,12,-6,-4,-1.0,0,-1,0.6
CN1c2ccc(Cl)cc2C(=O)NC1c1ccc([N+](=O)[O-])s1 (stereo not given),-14,-7,-16,-6,6,3.9,7,0,8.7
Fc1ccccc1OCCCCCCN1CCCC1,10,11,-14,-3,-12,-0.4,6,-11,0.7
CSc1ccc(CNC(=O)Cc2ccc(NC(=O)C3=C(C)OCCS3)cc2)cc1,0,-60,-6,-9,1,14,29,-3,3.1
O=Cc1ccc(N2CCN(S(=O)(=O)c3ccc4c(c3)CC(=O)N4)CC2)cc1,-10,-13,x,x,2,x,2,-2,x
Cc1sc(Cc2nc(O)cs2)nc1-c1ccccc1,4,2,-13,-6,0,-1.2,4,-3,-0.7
CCn1cc(C(=O)NCc2ccccn2)c(=O)c2cc(F)c(N3CCN(C)CC3)cc21,0,-9,0,-2,-3,0.2,2,-4,1.6
O=C(CCNC(=O)c1ccc([N+](=O)[O-])cc1)Nc1ccccc1N1CCCCC1,-1,-33,-17,-5,1,-2.6,1,-6,-0.8
Cc1ccc(S(=O)(=O)N2CCC[C@H]2C(=O)OCc2cc(=O)oc3cc(C)ccc23)cc1,-12,8,-21,-8,2,1.9,7,-2,4.4
CN(C(=O)COC(=O)c1cncc(Br)c1)C1CCCCC1,-5,-8,-20,-5,3,-0.8,4,-8,-0.5
CCNc1ccc(C(=O)OCC(=O)N2c3ccccc3NC(=O)C2(C)C)cc1[N+](=O)[O-],12,37,-21,-8,-2,-1.0,8,-5,-0.9
O=C(O)c1ccc2c(c1)CC(c1ccccc1)OC2=O (stereo not given),-4,6,4,-10,7,1.0,2,-1,0.8
O=c1c2c(nc3cc(-c4cccc(F)c4)[nH]n13)CCC2,1,0,-3,-1,1,0.5,7,-5,0.1
CC(C)(C)OC(=O)NC(Cc1ccccc1)C(=O)N1CCC(C(=O)NCC(=O)Nc2ccc(F)cc2)CC1 (stereo not given),-5,-4,-25,-5,4,1.5,1,-3,2.3
O=C(N/N=C/c1cccc2ccccc12)c1cc2ccccc2o1,-9,14,x,x,10,x,0,-1,x
COc1cc(C(=S)N2CCOCC2)ccc1OS(=O)(=O)c1ccc(C)cc1,-14,0,-3,-11,9,1.1,3,-2,1.5
CCN(c1ccccc1)S(=O)(=O)c1ccc(N)cc1,-25,9,-1,-1,10,-0.3,-1,-4,-0.5
COc1ccccc1-n1c(CNc2c(C)cccc2C)nnc1SCC(=O)N1CCOCC1,-2,-9,-15,1,7,0.3,9,0,0.0
O=C(/C=C/c1ccccc1Cl)N1CCN(c2ncccn2)CC1,-1,-13,0,0,4,-1.1,2,-6,1.6
O=C(NCc1ccccn1)C1CCCN(S(=O)(=O)c2ccc(Br)cc2)C1 (stereo not given),8,-14,-16,-8,-9,0.4,4,-6,1.3
CCOC(=O)CSc1nc2c([nH]c3ccccc32)c(=O)n1C,27,-2,-2,-11,-17,-2.0,-1,-5,-1.0
CCc1onc(C)c1C(=O)O,-4,-10,-7,3,14,0.7,5,-5,0.6
O=S(=O)(c1ccccc1)c1cnc(-c2cccnc2)nc1-c1ccc(Cl)cc1Cl,-8,3,-16,-3,0,-2.6,9,-6,-0.9
Cc1ccc(NC(=S)N2CCOCC2)cc1,-9,-4,-3,-5,9,-0.4,3,-3,-0.1

# A few values from the results shown.
# In OXTR potentiate, CN1c2ccc(Cl)cc2C(=O)NC1c1ccc([N+](=O)[O-])s1 (stereo not given) is listed with -6
# In OXTR potentiate, O=S(=O)(c1ccccc1)c1cnc(-c2cccnc2)nc1-c1ccc(Cl)cc1Cl is listed with -3
# In M1 antag, O=C(O)c1ccc2c(c1)CC(c1ccccc1)OC2=O (stereo not given) is listed with -4

# Assay outcomes (PubChem BioAssay)

# Random draw from the library. About 3.7% of those tested had a hit in this group.
